hgDAF12 agonist: hgDAF-12 agonism, primary luciferase screen | HEK293 GAL4-hgDAF12 UAS-luciferase reporter, agonist luminescence; normalized to butyrate control | AID 687014 | activation, % at 6.8 µM | 370,000 tested, 1.8% active;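 active = activation above a cutoff set at the mean of all screened compounds plus 3 SD, cut at about 10% in these data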;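 also: 0% = DMSO wells and 100% = sodium butyrate wells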
FXN GAA850 act: increases GAA850 frataxin promoter reporter activity. 360,000 tested, 0.56% active. HEK293 lucGAA850 FXN promoter luciferase reporter, 24 h; percent of 10 µM SAHA response. activation, % at 6 µM;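 active = activation above the average of all compounds screened plus 3 SD, cutoff fixed separately per campaign, cut at about 7.5% in these data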;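 also: 0% = DMSO wells and 100% = 10 µM SAHA wells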
PG9 Ab binder: binds the HIV-1 gp120 antibody PG9; 360,000 tested, 0.43% active; inhibition, % at 6.7 µM; TR-FRET gp120-PG9 antibody binding; in the data active = inhibition above about 8.5%
SMARCA2 activ: increases SMARCA2 function in MMTV reporter cells. MG213 cells, MMTV-luciferase reporter, dexamethasone, overnight. 370,000 tested, 1% active. activation, % at 9.1 µM; in the data active = activation above about 7.8%;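 also: 0% = vehicle wells and 100% = reference activator wells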
GC-A act: GC-A (human) enzyme activation; 370,000 tested, 0.14% active; HEK293 GC-A cells, cGMP TR-FRET, EC30 ANP; 0% at EC30 ANP, 100% saturating ANP; activation, % at 10 µM; in the data active = activation above about 40%
Target sequence (P16066 whole entry, looked up): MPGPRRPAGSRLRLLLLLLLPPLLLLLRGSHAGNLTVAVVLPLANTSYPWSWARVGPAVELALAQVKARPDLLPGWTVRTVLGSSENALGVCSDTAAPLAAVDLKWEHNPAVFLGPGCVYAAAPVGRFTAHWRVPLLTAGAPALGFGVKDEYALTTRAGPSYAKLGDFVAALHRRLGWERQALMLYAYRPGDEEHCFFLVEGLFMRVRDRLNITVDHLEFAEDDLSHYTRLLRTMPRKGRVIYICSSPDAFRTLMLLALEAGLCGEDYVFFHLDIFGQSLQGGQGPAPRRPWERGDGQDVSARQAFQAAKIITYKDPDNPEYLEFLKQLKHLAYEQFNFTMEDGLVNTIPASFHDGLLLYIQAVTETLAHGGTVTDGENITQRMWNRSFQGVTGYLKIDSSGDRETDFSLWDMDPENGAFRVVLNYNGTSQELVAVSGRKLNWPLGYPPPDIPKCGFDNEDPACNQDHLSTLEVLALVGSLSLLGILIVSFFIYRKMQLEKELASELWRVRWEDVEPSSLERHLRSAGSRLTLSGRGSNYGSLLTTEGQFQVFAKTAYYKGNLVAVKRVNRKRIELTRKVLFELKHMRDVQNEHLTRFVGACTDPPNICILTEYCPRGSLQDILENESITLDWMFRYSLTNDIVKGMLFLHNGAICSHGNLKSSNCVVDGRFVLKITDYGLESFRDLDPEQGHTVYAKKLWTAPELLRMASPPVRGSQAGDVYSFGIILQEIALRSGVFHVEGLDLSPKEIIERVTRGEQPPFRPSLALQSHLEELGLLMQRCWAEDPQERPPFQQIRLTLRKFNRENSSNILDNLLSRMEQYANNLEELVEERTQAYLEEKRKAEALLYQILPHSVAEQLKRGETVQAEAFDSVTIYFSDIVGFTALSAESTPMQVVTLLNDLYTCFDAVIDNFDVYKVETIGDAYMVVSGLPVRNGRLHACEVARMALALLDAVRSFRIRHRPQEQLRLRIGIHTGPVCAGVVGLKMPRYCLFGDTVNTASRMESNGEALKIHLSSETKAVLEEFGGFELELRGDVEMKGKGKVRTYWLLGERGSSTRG
ADAM10 inh: inhibitors of human ADAM10; AID 720582; inhibition, % at 7 µM; recombinant ADAM10, EDANS/DABCYL FRET peptide cleavage, 3 h; 370,000 tested, 0.62% active;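 active = inhibition above a per-campaign cutoff equal to the mean of compounds falling between control-based bounds plus 3 SD, cut at about 20% in these data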;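 also: 0% = DMSO wells while the 100% control is not disclosed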
ssDAF-12 act: activates DAF-12 receptor from parasite S. stercoralis. HEK293 ssDAF-12/GRIP1 lit1-tk-luc reporter, luminescence; % of 3 µM dafachronic acid response. activation, % at 6.8 µM. 370,000 tested, 1% active. AID 652126;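 active = activation above the mean over all tested compounds plus 3 SD, cut at about 0.9% in these data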;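 also: 0% = DMSO-only wells and 100% = 3 µM delta7-dafachronic acid wells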
hcDAF-12 act: H. contortus DAF-12 activation, primary screen. HEK293 hcDAF-12 lit1-tk-luc reporter, luminescence; 0% DMSO, 100% Δ7-dafachronic acid. activation, % at 6.8 µM. 370,000 tested, 1.4% active. AID 652067;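 active = activation above the mean of all tested compounds plus 3 SD, cut at about 5.5% in these data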;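 also: 100% = response to 3 µM Δ7-dafachronic acid high control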
DAX1 inh-1: inhibits human nuclear receptor DAX1 | HEK293 Gal4-DAX1 luciferase reporter, luminescence | P51843 | AID 504766 | 340,000 tested, 0.99% active | inhibition, % at 6.75 µM;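 active = inhibition above the mean over all tested compounds plus 3 SD, cut at about 4.2% in these data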;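 also: 0% = DAX1-transfected cells with DMSO and 100% = empty-vector control cells with DMSO; inhibition shows as a rise in luminescence from relieved DAX1 repression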
ADAM17 inh: ADAM17 inhibition, QFRET primary screen | recombinant ADAM17, EDANS/DABCYL FRET peptide cleavage | 370,000 tested, 0.83% active | P78536 | inhibition, % at 6.95 µM;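 active = inhibition above the mean of compounds lying between control limits plus 3 SD, set per campaign, cut at about 8.5% in these data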;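 also: 0% = DMSO-only wells as the low control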
DAX1 inh-2: DAX1 (NR0B1) inhibition, primary screen | 370,000 tested, 1.1% active | AID 652010 | inhibition, % at 6.8 µM | HEK293T StAR-luciferase reporter, SF-1/DAX-1 repression relief;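 active = inhibition above the mean over all tested compounds plus 3 SD, cut at about 3.6% in these data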;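 also: 0% = DAX-1 cells with DMSO and 100% = cells lacking DAX-1 with DMSO; higher inhibition means more luminescence from relief of DAX-1 repression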
Starred values were filed as active, the others as inactive; i = inactive; x = not tested or not shown.

compound | SMARCA2 activ | ADAM10 inh | ssDAF-12 act | hgDAF12 agonist | DAX1 inh-2 | hcDAF-12 act | DAX1 inh-1 | PG9 Ab binder | ADAM17 inh | FXN GAA850 act | GC-A act
COc1ccc2[nH]cc(/C=C(/C#N)S(=O)(=O)c3ccccc3)c2c1 | -2.8 | 2.4 | -1.9 | -0.6 | -1.8 | -2.7 | -1.2 | 2.2 | 1.8 | -2.8 | 30.9
CSc1ccccc1C(=O)C1CCCN(C(=O)CCN2CCCO2)C1 (stereo not drawn) | -2.6 | -5.2 | -0.5 | -0.5 | 0.0 | -0.9 | 1.7 | -0.6 | -4.3 | -1.2 | -2.4
COc1ccc2c(=O)c(C(=O)NCCc3ccc(OC)c(OC)c3)c[nH]c2c1 | 1.9 | -4.4 | -1.1 | -3.5 | -0.8 | -2.1 | -1.3 | -0.2 | -1.1 | 1.9 | 4.0
Cc1ccc(Cl)cc1NC(=O)C1CCCN(S(=O)(=O)c2c(C)noc2C)C1 (stereo not drawn) | -3.5 | -1.4 | -1.1 | 0.4 | 0.1 | -2.4 | 0.8 | 1.6 | -3.2 | -0.6 | -2.2
CC(/C=N/NC(=O)CSc1nnc(SCc2ccccc2)s1)=C\c1ccco1 | -1.3 | 3.1 | -0.1 | -1.3 | 0.3 | -2.4 | -0.6 | -3.1 | 2.4 | 2.8 | -0.9
Cc1ccc(C)c(-n2c3nc(=O)n(C)c(=O)c-3cc3ccccc32)c1 | -5.1 | i | -1.2 | -1.8 | 0.0 | -2.1 | 1.7 | -0.6 | -337.5 | 0.5 | 1.7
Nc1ccc(NC(=S)Nc2ccccc2)cc1 | 1.4 | -3.4 | -1.0 | 1.1 | -0.5 | 2.6 | -0.3 | -2.0 | -1.1 | 1.4 | 3.2
CCCOc1c(OC)cc(Cl)cc1C1NC(=O)NC(C)=C1C(=O)NCc1ccccc1 (stereo not drawn) | -2.6 | 7.5 | -1.3 | -0.6 | -0.3 | -0.7 | 0.7 | 0.9 | -3.1 | 1.9 | -13.4
CCc1ccccc1NC(=O)Nn1cnnc1 | -2.4 | -9.6 | -1.0 | 0.4 | 0.4 | 0.2 | 0.5 | -1.5 | -3.9 | -0.6 | 2.7
NC(=O)C1CCCN(CC(=O)N2CCN(c3ccccc3)CC2)C1 (stereo not drawn) | -0.3 | -1.4 | -1.0 | 2.0 | 0.1 | -0.6 | 6.5* | 0.9 | -0.6 | -0.5 | 1.7
Cc1cccnc1C1=NOC(Cc2ccccc2)C(=O)N1Cc1ccc2c(c1)OCO2 (stereo not drawn) | -1.4 | -4.4 | -1.8 | -0.6 | -0.5 | -1.3 | x | -0.5 | 1.4 | -0.3 | 0.5
Cc1ccc2c(c1)cc1c(=O)n(CC(=O)NCCCc3ccccc3)nc(C)n12 | -0.7 | -10.4 | -0.3 | 2.5 | 0.5 | 0.8 | 0.0 | -1.4 | -2.6 | 1.3 | -0.8
CCN(C[C@H]1N[C@@](C)(C(=O)OC)[C@H]2C(=O)N(C)C(=O)[C@@H]12)C(=O)c1ccccc1 | -3.9 | -15.7 | -1.5 | -1.1 | 0.7 | -0.5 | -1.3 | -3.5 | -2.7 | 0.1 | -10.3
COc1ccc(C(=O)NCCOc2ccccc2)cc1S(=O)(=O)N1CCOCC1 | -1.8 | -13.8 | -1.4 | 0.4 | -0.3 | -2.1 | 0.0 | 2.2 | -2.5 | 1.1 | -3.4
O=[N+]([O-])c1ccc(S(=O)(=O)NCCc2ccncc2)cc1 | -2.8 | 3.3 | -1.5 | 1.8 | -0.4 | 0.0 | 0.0 | -1.0 | 0.1 | 4.2 | -3.7

Continuation.
compound | SMARCA2 activ | ADAM10 inh | ssDAF-12 act | hgDAF12 agonist | DAX1 inh-2 | hcDAF-12 act | DAX1 inh-1 | PG9 Ab binder | ADAM17 inh | FXN GAA850 act | GC-A act
Cc1ccc(-c2nn(CC(=O)NN3CCOCC3)c(=O)c3ccccc23)cc1 | -5.8 | -1.1 | -1.6 | 3.0 | 0.0 | -0.4 | x | -1.1 | 0.3 | 0.6 | 3.1
COc1ccc(C(=O)NCC2CCN(C(=O)C(=O)c3cc4ccccc4o3)CC2)cc1 | -3.8 | -5.9 | -0.3 | 1.1 | 0.5 | -0.2 | x | 0.5 | -0.3 | x | -1.0
Cc1c(C(=O)Nn2cnnc2)oc2ccccc12 | 2.3 | 4.5 | -0.9 | -1.2 | 0.2 | 1.4 | 0.3 | -2.6 | 1.6 | 2.3 | 0.7
CC(=O)Nc1ccc(S(=O)(=O)Nc2c(C)nn(-c3ccccc3)c2C)cc1 | -3.9 | 1.2 | -1.6 | -3.6 | -0.8 | -1.2 | -0.9 | -0.3 | -0.6 | -0.6 | 0.8
c1ccc(Oc2ncnc3sccc23)cc1 | 1.9 | 6.7 | -1.0 | -0.2 | -0.4 | 0.7 | -0.6 | -0.8 | -3.7 | 0.7 | -0.6
COc1ccc(Cc2nc3ccc(S(=O)(=O)N4CCOCC4)cc3[nH]2)cc1 | -0.1 | 3.3 | -1.9 | -3.9 | -0.3 | -1.8 | -1.1 | -1.0 | 0.7 | 1.2 | -2.5
CCCCC(=O)Nc1nnc(-c2ccc(OC)cc2)s1 | 3.6 | -22.6 | -0.7 | 4.0 | -0.1 | 0.5 | 0.5 | 8.5 | -8.7 | 2.3 | 1.6
CC#Cc1cc2c(cc1O)CCC1C2CCC2(C)C(O)CCC12 (stereo not drawn) | -3.7 | -22.4 | -0.9 | 3.2 | -3.6 | -0.6 | -2.4 | -0.8 | -5.1 | -3.5 | 5.1
CCOc1cc(C(=O)NCC2CCCO2)cc(OCC)c1OCC (stereo not drawn) | -3.4 | 9.7 | -1.3 | 0.2 | -0.9 | 0.5 | 1.0 | -1.1 | 1.7 | -3.6 | 2.8
CCCCNc1ccc(C(CC(N)=O)NC(=O)c2ccccc2)cc1[N+](=O)[O-] (stereo not drawn) | -1.3 | -4.1 | -1.0 | -0.8 | -0.3 | -0.6 | 0.9 | 1.9 | -3.4 | 1.6 | -3.5
Cc1ccc(C23OCCN2CCn2nc4ccccc4c23)cc1 (stereo not drawn) | -1.9 | -156.8 | -1.2 | -1.4 | -0.5 | -0.5 | 0.1 | -0.5 | -43.9 | 2.2 | -5.3
CC(C)OCCCNc1ncc2c(n1)CC(c1ccc(N(C)C)cc1)CC2=O (stereo not drawn) | -4.5 | 4.2 | -1.4 | 1.9 | 0.2 | 1.1 | -0.2 | -1.1 | 0.1 | 4.0 | -2.1
O=C(C1CCCN(S(=O)(=O)c2cc(Cl)ccc2Cl)C1)N1CCCCCC1 (stereo not drawn) | -1.9 | 8.9 | -0.9 | -3.8 | -4.4 | -2.6 | -1.0 | 0.1 | 0.8 | -0.3 | 1.2
OC1(c2ccc(F)cc2)CCN(Cc2ccccc2)C1 (stereo not drawn) | -1.1 | -0.4 | -1.3 | 0.4 | 0.2 | -1.6 | -0.3 | -0.5 | 3.6 | 0.7 | -6.5
COc1ccc(C(=O)c2sc(NC(C)C)nc2N)cc1OC | 1.0 | -9.4 | -1.6 | -1.4 | 0.3 | -3.5 | 0.1 | 1.2 | -3.8 | 5.3 | 1.3

Arranged by length of the SMILES (low to high): eleven of the compounds above.
compound | SMARCA2 activ | ADAM10 inh | ssDAF-12 act | hgDAF12 agonist | DAX1 inh-2 | hcDAF-12 act | DAX1 inh-1 | PG9 Ab binder | ADAM17 inh | FXN GAA850 act | GC-A act
c1ccc(Oc2ncnc3sccc23)cc1 | 1.9 | 6.7 | -1.0 | -0.2 | -0.4 | 0.7 | -0.6 | -0.8 | -3.7 | 0.7 | -0.6
Cc1c(C(=O)Nn2cnnc2)oc2ccccc12 | 2.3 | 4.5 | -0.9 | -1.2 | 0.2 | 1.4 | 0.3 | -2.6 | 1.6 | 2.3 | 0.7
CCCCC(=O)Nc1nnc(-c2ccc(OC)cc2)s1 | 3.6 | -22.6 | -0.7 | 4.0 | -0.1 | 0.5 | 0.5 | 8.5 | -8.7 | 2.3 | 1.6
Cc1ccc(C23OCCN2CCn2nc4ccccc4c23)cc1 (stereo not drawn) | -1.9 | -156.8 | -1.2 | -1.4 | -0.5 | -0.5 | 0.1 | -0.5 | -43.9 | 2.2 | -5.3
CC#Cc1cc2c(cc1O)CCC1C2CCC2(C)C(O)CCC12 (stereo not drawn) | -3.7 | -22.4 | -0.9 | 3.2 | -3.6 | -0.6 | -2.4 | -0.8 | -5.1 | -3.5 | 5.1
CC(C)OCCCNc1ncc2c(n1)CC(c1ccc(N(C)C)cc1)CC2=O (stereo not drawn) | -4.5 | 4.2 | -1.4 | 1.9 | 0.2 | 1.1 | -0.2 | -1.1 | 0.1 | 4.0 | -2.1
O=C(C1CCCN(S(=O)(=O)c2cc(Cl)ccc2Cl)C1)N1CCCCCC1 (stereo not drawn) | -1.9 | 8.9 | -0.9 | -3.8 | -4.4 | -2.6 | -1.0 | 0.1 | 0.8 | -0.3 | 1.2
COc1ccc(Cc2nc3ccc(S(=O)(=O)N4CCOCC4)cc3[nH]2)cc1 | -0.1 | 3.3 | -1.9 | -3.9 | -0.3 | -1.8 | -1.1 | -1.0 | 0.7 | 1.2 | -2.5
CC(=O)Nc1ccc(S(=O)(=O)Nc2c(C)nn(-c3ccccc3)c2C)cc1 | -3.9 | 1.2 | -1.6 | -3.6 | -0.8 | -1.2 | -0.9 | -0.3 | -0.6 | -0.6 | 0.8
CCCCNc1ccc(C(CC(N)=O)NC(=O)c2ccccc2)cc1[N+](=O)[O-] (stereo not drawn) | -1.3 | -4.1 | -1.0 | -0.8 | -0.3 | -0.6 | 0.9 | 1.9 | -3.4 | 1.6 | -3.5
COc1ccc(C(=O)NCC2CCN(C(=O)C(=O)c3cc4ccccc4o3)CC2)cc1 | -3.8 | -5.9 | -0.3 | 1.1 | 0.5 | -0.2 | x | 0.5 | -0.3 | x | -1.0

(listing goes on)
compound | SMARCA2 activ | ADAM10 inh | ssDAF-12 act | hgDAF12 agonist | DAX1 inh-2 | hcDAF-12 act | DAX1 inh-1 | PG9 Ab binder | ADAM17 inh | FXN GAA850 act | GC-A act
O=C(O)C(=O)/C(=C\c1ccsc1)c1ccc2ccccc2n1 | 3.2 | -30.4 | 3.2* | 16.5* | 3.0 | 23.3* | 2.4 | -1.6 | -14.8 | 6.6 | -1.4
Cc1ccc(OCCC(=O)OCC(=O)NCCc2ccc(Cl)cc2)cc1 | -0.8 | 0.8 | -0.4 | -1.0 | 1.0 | 1.0 | -1.1 | 1.3 | 3.6 | -0.2 | 0.3
COc1ccc(-c2nnc(-c3cc(OC)c(OC)c(OC)c3)o2)cc1OC | 1.0 | -195.1 | -1.7 | -1.5 | -0.8 | -1.7 | -2.6 | 1.4 | -62.1 | 2.6 | 15.9
Cc1ccc(NC(=O)CNCc2ccc(Cl)cc2Cl)cc1S(=O)(=O)N(C)C | -1.4 | 8.8 | -0.5 | 0.3 | -0.1 | -2.3 | -1.5 | -3.0 | 4.4 | -0.7 | 0.9
O=C(CCS(=O)(=O)c1ccccc1)N(CCCN1CCOCC1)c1nc2ccccc2s1 | 2.1 | -7.6 | -0.2 | 4.1 | 2.6 | 4.0 | -0.2 | 0.8 | 0.1 | 3.4 | -11.6
Cc1cc(NC(=O)c2cc(-c3ccc(C)c(C)c3)nc3ccccc23)no1 | -2.2 | -127.8 | -1.1 | -0.6 | 0.3 | 1.9 | 2.2 | -1.9 | -44.6 | 2.8 | 5.0

High-throughput results as filed in PubChem.
